# Hsp70 displacement = Hsp70 inhibitors, probe displacement, primary screen, biochemical, fluorescence polarization (AID 583). Hsp70 fluorescence polarization probe displacement, mP; higher % means a stronger effect. displacement, % at 20 µM, or IC50 in µM where a hit was titrated. hit rate 0.06% among 140,000; in the data active means displacement above about 50%;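 further: plate controls were vehicle for no effect and reference ligand for full effect; a part of the inactive calls stands beside numbers as strong as those of hits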
# Rat MKP-3 inhibitors = MKP-3 phosphatase inhibitors, primary screen, biochemical, rat enzyme, in vitro (AID 425) | Dual specificity protein phosphatase 6 (Rattus norvegicus) | recombinant MKP-3 phosphatase activity, fluorescence; higher % means a stronger effect | inhibition, % at 20 µM, or IC50 in µM where a hit was titrated | hit rate 0.17% among 110,000; in the data active means inhibition above about 50%;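 further: plate controls were vehicle for no effect and reference inhibitor for full effect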
# The depositor's hits bear a star; x = not tested or not shown; & = joins results of further samples.
Compound | Hsp70 displacement | Rat MKP-3 inhibitors
CC(C)CCOc1ccc(C(=O)CCNC(C)C(=O)O)cc1 (configuration not stated) | 16% | 4%
Cc1cccc2c1[nH]c1nc(NN)nnc12 | -1.4% | 12%
CCN(CC)C(=S)Nc1c(C)n(C)n(-c2ccccc2)c1=O | 0.1% | 1%
CCOc1ccc(C(C)=O)cc1Cn1nc(C(=O)O)c2ccccc2c1=O | -2.0% | 2%
CC(=O)CCc1c(C)[nH]c2c(Cl)cccc2c1=S | 2.3% | 0%
O=S(=O)(c1ccc2ccccc2c1)N(CC(O)CN1CCOCC1)c1ccccc1 (configuration not stated) | 2.3%&0.7% | -13%&2%
O=C(Nc1ccc2c(c1)CCC2)C1COc2ccccc2O1 (configuration not stated) | 2.2% | -9%
CCC(C)NC(=O)c1c(-c2cc(Cl)c(OC)c(Cl)c2)noc1C (configuration not stated) | -4.9% | -8%
Cc1ccc(-c2[nH]nc3c2C(c2ccc(OC(=O)N4CCOCC4)cc2)C(C#N)=C(N)O3)cc1 (configuration not stated) | -1.2% | -6%
CCCOC(=O)c1c(NC(=O)c2cnccn2)sc2c1CCC(C)C2 (configuration not stated) | -4.1% | 1%
N#CC(C#N)=NNc1ccc(O)c(C(=O)O)c1 | 17% | 4%
O=C(O)c1cc2nc(-c3cccs3)cc(C(F)(F)F)n2n1 | 4.2% | 3%
O=C(Nc1cccnc1)c1ccc(COc2cc(Cl)ccc2Cl)o1 | 6.2% | x
O=C(C[n+]1ccc(C(=O)N/N=C/c2ccc(Br)cc2)cc1)c1ccccc1 | -1.1%&2.5% | -1%
COc1ccc(C(=O)NC2CCN(S(=O)(=O)Cc3ccccc3)CC2)c(OC)c1 | 0.2% | -2%
O=C(CSc1nc2ccccc2nc1SCC(=O)N1CCCCC1)N1CCCCC1 | -0.6% | -12%
COc1ccc(OC)c(-n2c(O)c(C=Nc3ccccc3C)c(=O)[nH]c2=O)c1 | -1.5% | 0%
COc1nc(-c2ccccc2)ccc1-c1noc(-c2ccco2)n1 | -13% | -19%
Cc1ccc2nc(NCc3ccccc3)nc(-c3ccccc3)c2c1 | 0.2% | 2%
Cc1ccc(CNC(=O)CN2CCN(Cc3ccc(C)cc3)C2=O)cc1 | x | -6%
COc1ccc(S(=O)(=O)N2CCN(C(=O)c3cccc(OC)c3)CC2)cc1 | -1.7% | -2%
COc1ccc(C(=O)/C=C/Nc2ccc(Cl)c([N+](=O)[O-])c2)cc1 | -3.2% | 3%
COc1cccc(/C=C2/C(=O)NN(c3ccc(I)cc3)C2=O)c1 | -0.9% | 1%
O=C(Oc1cccc(/C=N/NC(=O)c2ccccn2)c1)c1cccc(F)c1 | -4.1% | -1%
O=C(Nc1nc2ccccc2n1CCN1CCCC1)c1ccc(Cl)cc1 | -2.0%&0.6% | -4%&1%

# Carrying on.
Compound | Hsp70 displacement | Rat MKP-3 inhibitors
CCOC(=O)Cc1nnc2c(Nc3cccc(Br)c3)nc3nonc3n12 | 0.9% | 2%
COc1ccc2[nH]c(=O)c(CN(CCc3ccccc3)Cc3nnnn3CC3CCCO3)cc2c1 (configuration not stated) | 8.0% | -5%
O=C(Cc1cccs1)N1CCC(c2nc3c(nnn3Cc3ccccc3)c(=O)[nH]2)CC1 | -3.6% | 4%
O=C(CCSc1ccccc1)Nc1nccs1 | -0.8% | x
CCOc1ccc(C(=O)Nc2ccc(NC(=O)c3cccc(Cl)c3)cc2)cc1 | 3.0% | -1%
CCOC(=O)N1CCN(C(=O)C2CCN(S(C)(=O)=O)CC2)CC1 | -1.2% | -6%
COc1ccc(OC)c(/C=N\NC(=O)c2cnccn2)c1 | 3.9% | 2%
COC(=O)c1ccc(CN2CCN(Cc3ccc(C(=O)OC)o3)CC2)o1 | 2.3% | -9%
COc1ccc(C2Nc3ccccc3C(=O)N2c2ccc(Cl)cc2)cc1OC (configuration not stated) | 0.9% | 4%
CCN(C1CCCCC1)S(=O)(=O)c1ccc(C(=O)O)cc1 | 2.7% | -7%
O=C(Nc1nc(-c2ccc(Cl)cc2)cs1)c1ccc(S(=O)(=O)N2CCCCC2)cc1 | -0.9% | 1%
CCOC(=O)c1cccc(NC(=O)CSc2nnc(C)n2Cc2ccccc2)c1 | 3.9% | -10%
CCOc1ccc(-c2nnn(CC(=O)c3cc(OC)ccc3OC)n2)cc1 | -2.3% | 3%
Clc1ccc(-c2cn3cccnc3n2)cc1Cl | -9.6% | x
CN(C)c1nc(N)nc(/C(C#N)=C/C2CC3C=CC2C3)n1 (configuration not stated) | -4.6% | -9%
Cc1cc(NC(=O)c2cccc(N3C(=O)CCC3=O)c2)no1 | 0.6% | -2%
CN(C)CCCNC1=CC(=O)OC12CCCCC2 | -2.1% | x
CCOC(=O)N1CCN(c2cc(C)nc3nc(C)nn23)CC1 | -1.0% | 5%
CC(C)N(C)CCOC(=O)c1ccc2c(c1)OCCO2 | -2.6% | x
Cn1c(CSc2nc3ccccc3s2)nnc1SCC(=O)NCc1ccccn1 | -1.1% | x
COc1ccc(C(=O)c2ccc(OC)c(N)c2)cc1N | -3.4%&-4.3% | -4%&-1%
COc1ccc(C(=O)Nc2cc(OC)nc(OC)n2)cc1 | 2.3% | x
COc1ccccc1C(=O)N(Cc1nc(-c2ccc(Cl)cc2)no1)C(C)C | -7.4% | -4%
O=c1c(Cl)c(NCCO)ncn1-c1ccccc1 | -3.4% | -11%
Cc1csc(=S)n1-c1ccccc1 | 3.6% | x

# Next records.
Compound | Hsp70 displacement | Rat MKP-3 inhibitors
O=C(NCCC1=CCCCC1)C1CCN(c2nnc(-n3cccc3)s2)CC1 | -6.0% | 3%
CCC(C)NS(=O)(=O)c1ccc(NC(=O)c2c(-c3ccccc3)noc2C)cc1 (configuration not stated) | -9.1% | -5%
Cc1nc2sc(C(c3ccc(F)cc3)N3CCN(C(=O)c4ccco4)CC3)c(O)n2n1 (configuration not stated) | 1.5% | 6%
Cc1ccccc1N1C(=O)CSC1c1ccc([N+](=O)[O-])cc1 (configuration not stated) | -2.7% | -3%
COc1c(Cl)cc(C(=O)Nc2cccc(-c3nc4ccc(C)cc4o3)c2)cc1Cl | -3.9% | 2%
O=S(=O)(NCCc1ccncc1)c1ccc(Br)cc1 | 1.1% | x
Cc1ccc(-c2nnn(CC(=O)N(Cc3ccc(F)cc3)C(C(=O)NC3CCCC3)c3ccncc3)n2)o1 (configuration not stated) | 8.3% | x
Cc1ccc2c(c1)C(c1ccccc1)N(C(=O)C(C)C)CC(=O)N2 (configuration not stated) | 8.3% | -1%
CC(=O)/C(=N\Nc1ccccc1)Oc1ccc([N+](=O)[O-])cc1 | 2.5% | x
Nc1ccc2nc(-c3ccccc3)[nH]c2c1 | 5.2% | x
CCn1c(=O)c2c3c(sc2n2c(=S)[nH]nc12)CCC3 | -3.7% | x
O=C(Cn1cc(C(F)(F)F)ccc1=O)N1CCN(S(=O)(=O)c2ccc(Cl)cc2)CC1 | 2.0% | -15%
CC(=O)c1ccc(NC(=O)c2ccc(-c3cccc([N+](=O)[O-])c3)o2)cc1 | 0.0% | 10%
Cc1oc(-c2cccc(Cl)c2)nc1CN1CCC(C(=O)N2CCN(c3ccccc3F)CC2)CC1 | -9.9% | 1%
O=C(N/N=C/C(Br)=C/c1ccccc1)C(O)(c1ccccc1)c1ccccc1 | -7.1% | 4%
O=C(NCC(=O)N(Cc1cccs1)C(C(=O)NC1CCCCC1)c1ccncc1)c1ccco1 (configuration not stated) | 1.7% | x
CN1/C(=C\C(=O)c2ccco2)c2ccccc2CC1(C)C | 1.9% | 4%
CC(C)CCn1nnnc1C(c1ccc(F)cc1)N1CCC(C(N)=O)CC1 (configuration not stated) | -1.1% | -5%
CCn1c2ccccc2c2cc(/C=N/Nc3ccc([N+](=O)[O-])cc3)ccc21 | 3.8% | 15%
CC1(C)CC(=O)C2=C(C1)N(Cc1cccnc1)C(=O)C2(NC(=O)c1ccc(F)cc1)C(F)(F)F (configuration not stated) | -3.2% | x
O=C1CC(NCc2ccc3c(c2)OCO3)C(=O)N1c1ccc(OC(F)(F)F)cc1 (configuration not stated) | 0.8% | 4%
CC(C)(C)NC(=O)c1ccc(-c2ccc(Cl)cc2)o1 | -3.2% | -5%
C=CCn1c(=O)c(C(=O)Nc2ccccc2)c(O)c2ccccc21 | -0.2% | -1%
Cc1cc(=O)n2c3c(sc2n1)C(=O)N(Cc1ccccc1)C3=O | 0.4% | -9%
COc1ccc(-c2nc3c(Br)c(N)c(Br)cc3o2)cc1 | 2.5% | -7%

# Next part:
Compound | Hsp70 displacement | Rat MKP-3 inhibitors
COc1ccccc1OCCNC(=O)c1ccc(S(=O)(=O)N(C)C)cc1 | -2.6% | -9%
Cc1c(Cc2ccccc2)sc(NC(=O)c2ccc([N+](=O)[O-])cc2)c1C(N)=O | 0.4% | 3%
C=CCn1c(Cc2ccccc2)nc2c(cnn2-c2ccccc2)c1=O | 2.3% | 0%
CCCCOc1ccccc1C(=O)NCCCCCC(=O)O | 6.9% | -9%
O=C(Nc1ccc(Cl)cc1)OCc1ccccn1 | -2.1% | x
S=c1[nH]nc(-c2ccncc2)n1Cc1ccccc1 | 0.3% | -16%
O=C(CCCOc1ccc(Cl)cc1)N1CCCCCC1 | -1.9% | -2%
NC1=NC(=Nc2ccccc2)c2ccccc21 | -2.0% | -8%
COc1nc(NCCC2=CCCCC2)nc(OC)n1 | 17% | 4%
CC(CCc1ccccc1)Nc1cc(N2CCN(S(=O)(=O)c3ccccc3)CC2)ccc1[N+](=O)[O-] (configuration not stated) | 2.1% | 4%
O=C(O)C1CC=CCC1C(=O)Nc1ccc2c(c1)OCCO2 (configuration not stated) | 1.9% | x
Fc1ccc(Cn2nnnc2C(c2cccs2)N2CCCCCC2)cc1 (configuration not stated) | 2.8% | -10%
O=C(c1ccccc1Cl)N1N=C(c2ccccc2)CC1(O)C(F)(F)F (configuration not stated) | -0.5% | 4%
Cn1ccnc1SCC(=O)Nc1sccc1C#N | 14% | -13%
O=C(Cn1cnc2ccccc2c1=O)N1CCOCC1 | -0.2% | x
CC(C)CN=c1cc(-c2ccccc2)oc2ccc(Cl)cc12 | 1.3% | x
CC1(C)CC(CCNC(=O)c2ccco2)CC(C)(C)N1 | 4.8% | -9%
CC1(C)CC(=O)C=C(N2CCCC2)C1 | 0.3% | x
CCc1ccccc1N/C(N)=N\c1nc(C)cc(C)n1 | 1.1% | -4%
CCc1ccc(N2N=C(C)/C(=C\c3ccc(-c4ccc5c(c4)C(=O)NC5=O)o3)C2=O)cc1 | -3.9% | 6%
CCc1c(C)nn2cn[n+](Cc3ccccc3Cl)c2c1[O-] | 3.8% | 1%
CCCOc1ccc(C(C)(O)CN2CCOCC2)cc1 (configuration not stated) | 0.8% | -3%
Nc1nc(SCC(=O)N2CCCC2)[nH]c(=O)c1-c1ccccc1 | -1.5% | -4%
N#Cc1c(-c2ccccc2)cc(C2CC2)nc1N | 1.7% | -16%
Cc1ccc(-n2nc3c(c2NC(=O)c2ccc(S(=O)(=O)N4CCOCC4)cc2)CSC3)c(C)c1 | 5.7% | 2%

# Compound profiles (already shown). Order of screens: Hsp70 displacement	Rat MKP-3 inhibitors
# Profile of `Nc1ccc2nc(-c3ccccc3)[nH]c2c1` → 5.2%	x
# Profile of `Cn1c(CSc2nc3ccccc3s2)nnc1SCC(=O)NCc1ccccn1` → -1.1%	x
# Profile of `C=CCn1c(Cc2ccccc2)nc2c(cnn2-c2ccccc2)c1=O` → 2.3%	0%
# Profile of `COc1ccccc1C(=O)N(Cc1nc(-c2ccc(Cl)cc2)no1)C(C)C` → -7.4%	-4%
# Profile of `CC1(C)CC(=O)C=C(N2CCCC2)C1` → 0.3%	x

# Next records.
Compound | Hsp70 displacement | Rat MKP-3 inhibitors
COc1cccc(-n2nnc3c(=O)n(Cc4ccc(Cl)cc4)cnc32)c1 | 11% | -2%
CCOC(=O)C1CCN(S(=O)(=O)C(F)(F)c2nc3ccccc3s2)CC1 | -2.8% | -5%
CCOC(=O)Cn1cnc2c(C#N)c3n(c2c1=O)CCCCC3 | 6.4% | -8%
COc1ccc(CCNC(=O)C2CCN(S(=O)(=O)N3CCCCCC3)CC2)cc1OC | 2.3% | 4%
O=C(CSc1nnc(-c2ccccc2)o1)Nc1ccccc1F | 2.6% | -8%
COc1cc(C2C(C(=O)c3sc(C)nc3C)=C(O)C(=O)N2CCN(C)C)cc(OC)c1OC (configuration not stated) | -3.1% | 2%
FC(F)(F)c1ccc(-c2noc(-c3ccc(Br)cc3)n2)cc1 | -2.2% | 1%
Cc1noc(C(=O)N2CCN(c3ccc(F)cc3)CC2)c1Cl | 5.4% | -1%
CC1(C(=O)NC2CCCCCCC2)CCC(=O)N1Cc1cccnc1 (configuration not stated) | -2.9% | 2%
Cc1ccc(CNC(=O)C2CCCN(S(C)(=O)=O)C2)cc1 (configuration not stated) | x | 3%
CCCC(=O)Nc1cccc(NC(=O)c2ccc(-c3ccc(Cl)cc3Cl)o2)c1 | -0.1% | -3%
OCc1ccc(-c2ccc(Br)cc2)o1 | 0.8% | 3%
O=[N+]([O-])c1ccccc1S(=O)(=O)NCCSc1ccccn1 | -3.2% | 3%
O=c1nc(-c2ccccc2)c2cc(OC(F)(F)F)ccc2[nH]1 | -0.3% | 0%
CCOc1ccc(N2C(=O)/C(=C/c3ccc(OCc4ccc(C(=O)O)cc4)c(OC)c3)C(=O)NC2=S)cc1 | 1.2% | 2%
O=C(Nc1ccc2oc(-c3ccc(F)cc3)nc2c1)c1ccccc1F | 2.3% | -6%
C=CCn1c(NCc2ccc(N(C)C)cc2)nc2ccccc21 | x | -4%
COc1ccc(CCn2c(-c3ccco3)nc3nc4ccccc4nc32)cc1 | -8.0% | 5%
COC(=O)c1ccc2c(=O)n(CCCCCC(=O)N3CCN(c4ccccc4)CC3)c(=O)[nH]c2c1 | 0.4% | -5%

# The list is partial; the hit share may differ from the screen's.
